Pf gamet viab = late stage P. falciparum gametocyte viability inhibitors, primary screen, ATP luminescence, HTS; P. falciparum stage V gametocytes, 24 h; inhibition, % at 10.9 µM; hit rate 0.065% among 150,000;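 active means inhibition above the mean plus 3 SD of compounds within the control limits, set per campaign, cut at about 38% in these data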;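 further: 0% = DMSO wells and 100% = medium only without gametocytes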
* hit, by the source's call. This is a subset; count on the stated rates, not on these rows.

SMILES | Pf gamet viab
CCO[C@@H]1OC(C(=O)NCc2nc3ccccc3[nH]2)=C[C@H](C(C)(C)C)[C@H]1CCCO | -40.0
Cc1cc(NC(=O)NCc2ccccc2)c(=O)n(Cc2ccccc2F)c1 | 5.0
OCC[C@H]1C[C@H](O)[C@@H](O)[C@@]2(CCc3ccccc3O2)O1 | -3.5
CC(C)(C)C(=O)Nc1ccccc1C(=O)NCCC(=O)Nc1ccccc1 | 18.6
NS(=O)(=O)c1ccc(CCNCC#Cc2ccccc2)cc1 | -11.6
O=[N+]([O-])c1ccc(Cl)cc1N/N=C/c1ccncc1 | 10.3
O=C([O-])c1ccccc1-[n+]1c(-c2ccccc2)cc(-c2ccccc2)cc1-c1ccccc1 | 15.0
CCOC(=O)c1cccc(C2=CC(=O)C[C@H](c3ccc(OC)c(OC)c3)C2)c1 | -16.6
Cc1ccc(CNC(=O)CCn2cc(-c3ccc(C)cc3)nc2CCN)cc1 | 1.0
COCCNC(=O)C1(C(F)(F)F)CC(CCCO)CCCO1 (stereo unspecified) | 15.8

Structural class: those above with a tert-butyl group
SMILES | Pf gamet viab
CCO[C@@H]1OC(C(=O)NCc2nc3ccccc3[nH]2)=C[C@H](C(C)(C)C)[C@H]1CCCO | -40.0
CC(C)(C)C(=O)Nc1ccccc1C(=O)NCCC(=O)Nc1ccccc1 | 18.6

Other results
SMILES | Pf gamet viab
COc1cc2c(cc1OC)C(c1ccccc1O)NCC2 (stereo unspecified) | -5.4
COc1cccc(C(=O)Nn2cnnc2)c1OC | 6.7
Cc1ccc(CCS(=O)(=O)c2ccc(C(C)(C)C)cc2)cn1 | 1.8
CCOCCOc1cccc(C(=O)NC(C)c2ccc3ccccc3c2)c1 (stereo unspecified) | 7.2
CC(C)(C)c1nc2c(s1)CCc1onc(-c3ccc(Cl)cc3)c1-2 | -7.2
C[C@H](CO)N1C[C@H](C)[C@@H](CN(C)Cc2ccncc2)Oc2ccc(NC(=O)CCCCCC(=O)Nc3ccccc3N)cc2C1=O | 22.6
CC(C)C[C@H]1COCCS(=O)(=O)N1Cc1cccc(C(F)(F)F)c1 | -18.9
CCN(Cc1ccncc1)C(=O)Cc1cccs1 | -10.0
O=C(O)CCn1c(SCCc2ccccc2)nc2ccccc21 | -12.6
Cn1c(=O)n(C)c2cc(NC(=O)c3ccc(F)cc3)c(Br)cc21 | -13.5
COc1ccc2c(c1)OC[C@H]1[C@H]2N2C(=O)CNC(=O)[C@@]2(C)[C@H]1c1ccccc1 | 9.4
Brc1ccc(-c2noc(CCc3ccccc3)n2)cc1 | 10.2
O=S(=O)(c1ccc(Cl)cc1)N1CCc2ccccc21 | -6.6
COCCNC(=O)CCC1CCN(Cc2ccc(-c3ccccc3)cc2)CC1 | 6.2
CN(CCCCOc1ccc(F)cc1)Cc1ccccc1 | -15.9
Cc1cc(C(=O)N2CCCc3ccccc32)ccc1[N+](=O)[O-] | -4.1
C=CCc1ccc(OCCCNC2CCCC2)c(OC)c1 | 17.4
COc1cc(C(C)=O)ccc1OCCCOc1cccc2cccnc12 | -5.7
COc1ccccc1/C=N/NC(=O)c1cccc2ccccc12 | 6.8
CN1C(=O)c2ccc(C(=O)Nc3ccccc3O)cc2C1=O | -15.3
COc1cc(C(=O)N2CCN(C3CCCCC3)CC2)cc(OC)c1OC | -4.6
COc1cc2nc(CC(C)C)n(NC(=O)c3ccccc3Br)c(=O)c2cc1OC | -5.7
Cc1ncc([N+](=O)[O-])n1CC(=O)Nc1ccccc1F | 13.3
O=C(Nc1ccc([N+](=O)[O-])cc1)N1CCc2ccccc2C1 | 3.9
CC(C)c1ccc(OCC(O)CN2CCN(c3ccccn3)CC2)cc1 (stereo unspecified) | 12.8
OCC1(Cc2ccc(F)cc2F)CCCN(CCCc2ccccc2)C1 (stereo unspecified) | -3.9
C=CCNc1nc(Nc2cc(Cl)ccc2OC)nc(OC)n1 | 12.8
CC(=O)c1ccc(NC(=O)c2cccc(NC(=O)c3ccccc3)c2)cc1 | 8.7
c1ccc(CCCN2CCOCC2)cc1 | 13.6
COc1ccc(CCC(C)NCc2ccc(Cl)c(Cl)c2)cc1 (stereo unspecified) | -3.5
Cc1cccc(NC(=O)Nc2ccc(Cl)cc2)n1 | 20.4
Clc1ccccc1N1CCN(Cc2ccc(Br)o2)CC1 | 12.5
CC1CCCCC1NC(=O)CSc1nc2ccccc2c(=O)n1Cc1ccco1 (stereo unspecified) | -1.4
COc1ccc(C(=O)NCCN2CCOCC2)cc1[N+](=O)[O-] | -1.5
CCOc1cc(OCC)cc(C(=O)NCc2ccco2)c1 | -16.3
Cc1ccc(CNC(=O)C2CC3Cn4c(nc5ccccc54)C3N2C)o1 (stereo unspecified) | -22.9
O=C(Nc1cccc2ncccc12)c1ccc(Cl)cc1 | 6.3
CC(C)N1CCN(C(=O)c2cccc(Cl)c2)CC1 | 4.7
O=C1C=C(c2ccccc2)C[C@@H](c2ccc(Cl)cc2)C1 | 9.1
CC(=O)c1ccc(NC(=O)c2cc(CC(C)C)nc3ccccc23)cc1 | -30.2
COC(=O)c1c(-c2ccc(OC)cc2)sc2cc3c(cc12)OCO3 | -22.5
C[C@@H]1CN([C@@H](C)CO)C(=O)Cc2cc(NC(=O)Nc3ccc(C(F)(F)F)cc3)ccc2O[C@@H]1CN(C)S(=O)(=O)c1ccc(Cl)cc1 | -18.7
COc1cc(OC)c(C(=O)Nc2cccc3ccccc23)cc1OC | -13.4
COc1ccc(CN2CC(=O)N3[C@H]4c5cc(C)ccc5OC[C@@H]4[C@H](c4ccccc4)[C@]3(C)C2=O)cc1 | -28.9
CCOc1ccc2c(c1)sc1nc(C(=O)OC)cc(=O)n12 | -3.9
COc1ccc(C2=Nn3c(nnc3-c3ccccc3Cl)SC2)cc1OC1CCOC1 (stereo unspecified) | -8.4
Cc1cc(=O)cc(C)n1-c1ccc2c(c1)nc(C)n2-c1ccccc1 | -38.5
Cc1ccc(C(=O)O/N=C(\N)c2ccccn2)c(Cl)c1 | 2.7
Cc1cc(-c2ccccc2)nc(N/N=C/c2ccc(N(C)C)cc2)n1 | -17.9
Cc1ccc(CNC(=O)CN2CCN(c3ccc(F)cc3)CC2)cc1 | 1.2

More structures follow.
SMILES | Pf gamet viab
CN1CC(=O)N2[C@H]3c4ccccc4OC[C@@H]3[C@H](c3ccccc3)[C@]2(C)C1=O | 13.0
COCCN(CCOC)S(=O)(=O)c1ccc(NC(=O)c2cnccn2)cc1 | -1.5
CC1(C)C[C@H]2C3=CCC4[C@@]5(C)CC[C@H](O[C@@H]6O[C@H](C(=O)O)[C@@H](O)[C@H](O)[C@H]6O)[C@@](C)(CO)C5CC[C@@]4(C)[C@]3(C)C[C@H](O)[C@@]2(CO)[C@@H](O)[C@@H]1O (stereo partly specified) | -6.2
CCOc1ccccc1CN1CCN(Cc2c[nH]c3ccccc23)CC1CCO (stereo unspecified) | -3.0
Cc1ccc(-n2nc(C(N)=O)nc2-c2ccccc2)cc1 | 3.2
NS(=O)(=O)c1ccc(CCNCc2cc(Cl)ccc2OCc2ccccc2)cc1 | -5.3
C=CCNC(=O)c1ccc(N(Cc2ccc(Cl)cc2)S(C)(=O)=O)cc1 | -16.0
CCC(C)[C@H]1CNCCN1CCc1cccc2ccccc12 (stereo partly specified) | -16.9
COc1ccc(CCNC(=O)CCC(=O)NC2CCCC(C)C2C)cc1OC (stereo unspecified) | -7.8
CC(NC(=O)/C(C#N)=C/c1ccc(C(=O)O)cc1)c1ccccc1 (stereo unspecified) | -3.5
COc1ccc(C2Nc3ccccc3NC3=C2C(=O)CC(C)(C)C3)cc1O (stereo unspecified) | -18.1
Cc1cc(Cl)ccc1NC(=S)NC1CCCC1 | -15.1
CCN(Cc1ccncc1)Cc1ccc(OC)c(OC)c1 | -4.0
CCC(=O)N(CCc1ccccc1C)Cc1cc2ccc(C)cc2[nH]c1=O | 28.6
COc1ccc2c(=O)c3c(=O)n(CCc4ccccc4)c(C)nc3oc2c1 | 0.6
CC1=C(C(=O)OCc2ccccc2)N2C(=O)[C@@H](NC(=O)COc3ccccc3)[C@H]2SC1 | 18.6
Cc1ccccc1OCC(=O)Nc1ccccc1-c1ccccc1 | -22.9
C/C(=C\c1ccc(Br)cc1)C(=O)c1c(C)cc(C)[nH]c1=O | -7.2
COc1ccccc1CC(=O)NC1CCCCCC1 | -1.8
COc1cc(CNc2ccc(N3CCCCC3)cc2)ccc1OCC(=O)NC(C)(C)C | -0.6
CCOc1cc(/C=N\NC(=O)c2c(C)nc3ccccn23)ccc1O | -4.0
Cc1ccc(N2CCN(C(=O)NC3CCCCC3)CC2)c(C)c1 | 3.9
CC(C)CN1CCN(CCCc2ccccc2)C(CCO)C1 (stereo unspecified) | -1.8
O=C1C(C=NCCCn2ccnc2)=C(O)c2ccccc21 | 2.8
Cc1ccc(C)c(C(C)NC(=O)C2CCCC2)c1 (stereo unspecified) | -12.1
Cc1ccc(CNC(=O)c2cc3ccccc3oc2=O)cc1 | -1.4
NC(=O)c1cc([N+](=O)[O-])ccc1NCc1cccc(N)c1 | -9.2
CC(=O)c1c(C)cc(C)c(CSc2ccccn2)c1C | -10.6
COC(=O)c1ccc2[nH]c(C(C)(C)O)c(C)c2c1 | 6.0
CCN(CC)Cc1c(O)ccc2occ(C(=O)c3ccccc3)c12 | 13.6

Some values from the results shown.
Pf gamet viab result of `Cc1ccc(C)c(C(C)NC(=O)C2CCCC2)c1` (stereo unspecified) = -12.1
Pf gamet viab result of `NC(=O)c1cc([N+](=O)[O-])ccc1NCc1cccc(N)c1` = -9.2
Pf gamet viab result of `CC(C)CN1CCN(CCCc2ccccc2)C(CCO)C1` (stereo unspecified) = -1.8
Pf gamet viab result of `Cc1ccc(CNC(=O)c2cc3ccccc3oc2=O)cc1` = -1.4
Pf gamet viab result of `O=C1C(C=NCCCn2ccnc2)=C(O)c2ccccc21` = 2.8
Pf gamet viab result of `CC(=O)c1c(C)cc(C)c(CSc2ccccn2)c1C` = -10.6

Additional entries:
SMILES | Pf gamet viab
COc1ccc(S(=O)(=O)Oc2ccc3cccc(N)c3c2)cc1 | 13.7
O=C(Nc1ccccc1)Nc1nnc(Cc2ccc(F)cc2)s1 | 6.3
COc1cc(OC)c(C(=S)N2CCCC2)cc1OC | -6.5
COc1ccc2c(ccc[n+]2CC(=O)c2ccc(C)cc2)c1 | 10.3
O=[N+]([O-])c1cccnc1Sc1ccc(F)cc1 | 2.3
CC[C@H](C)Cc1cn([C@@H](CCCCNC(=O)OC(C)(C)C)C(=O)NCCCCCCCCCCC(=O)N2CCN(C(=O)OC(C)(C)C)CC2)nn1 | 9.8
Cc1cccc(C(=O)Oc2cccc3c(O)cccc23)c1 | 1.8
CCOC(=O)[C@@H]1[C@H]2COc3cc(OC)ccc3[C@@H]2N2C(=O)N(c3ccc(C(F)(F)F)cc3)C(=O)[C@]12C | -4.7
COc1cccc([C@@H]2CC=C(C(=O)O)[C@H](c3cccc(Cl)c3)N2S(=O)(=O)c2ccc(C)cc2)c1 | 6.8
Cc1ccc(OCCCCCN2CCOCC2)c(Cl)c1 | 21.5
COc1ccc(-c2cc(-c3ccccc3)nc(Cl)n2)cc1OC | 17.0
COC(=O)c1ccc(OCC(O)CN2CCOCC2)cc1 (stereo unspecified) | 13.0
COc1ccc(S(=O)(=O)N2CCC(C(=O)Nc3ccc(OC)c(OC)c3)CC2)cc1C | -9.1
C/C(=N\NC(=O)C(c1ccccc1)c1ccccc1)c1ccc(O)cc1 | 16.3
O=S1(=O)[C@H]2C[C@@H]3C=C[C@@]2(CN1Cc1cccc(C(F)(F)F)c1)O3 | -5.3
CC(C)CNC(=O)c1ccc2c(c1)C(=O)N(C1CCCCC1)C2=O | 1.5
CCCc1cc(=O)[nH]c(SC/C=C/c2ccccc2)n1 | -13.0
COc1cc(C(=O)Oc2c(OC)cc(C(=S)N3CCOCC3)cc2OC)cc(OC)c1OC | -4.4
CC(C)CC(CCc1ccccc1)OS(N)(=O)=O (stereo unspecified) | -58.7
COc1cc(C(=O)N2CCN(C3CCC(C)CC3)CC2)cc(OC)c1OC (stereo unspecified) | 26.8

2 compounds drawn at random from the list so far, as already listed:
SMILES | Pf gamet viab
COc1cc(C(=O)N2CCN(C3CCC(C)CC3)CC2)cc(OC)c1OC (stereo unspecified) | 26.8
COc1ccc(-c2cc(-c3ccccc3)nc(Cl)n2)cc1OC | 17.0

Shown as a markdown table: entries from further up.
| SMILES | Pf gamet viab |
| --- | --- |
| COC(=O)c1ccc(OCC(O)CN2CCOCC2)cc1 (stereo unspecified) | 13.0 |
| COc1ccc(S(=O)(=O)N2CCC(C(=O)Nc3ccc(OC)c(OC)c3)CC2)cc1C | -9.1 |

Next part.
SMILES | Pf gamet viab
NC(=O)c1nc(C(=O)N2CCN(c3ccccc3)CC2)c2ccccc2n1 | 5.0
CC(C)CNC(=O)C1Nc2ccccc2C2C=CCC12 (stereo unspecified) | 2.0
CC(C)(C)OC(=O)C[C@H]1C/C=C\C[C@@H](CC(=O)N[C@@H](CO)Cc2ccccc2)C(=O)NC[C@H](c2ccccc2)OC1=O | -6.7
COc1ccc(N2CCN(c3nc(C)c(C)c(=O)[nH]3)CC2)cc1 | 6.3
CC(CCCCCCCCC(=O)O)N(CCO)C(=O)OC(C)(C)C (stereo unspecified) | -0.1
Cc1cccc(NS(=O)(=O)c2ccc(C(C)(C)C)cc2)n1 | 7.7
COc1ccc(-n2c(COc3ccc(C)cc3)n[nH]c2=S)cc1 | -3.0
O=c1c2ccccc2nc(/C=C/c2cc(Br)ccc2O)n1CCO | 16.5
CCOc1ccccc1OCCN1CCCC1 | -5.8
N#CC1=C(N)Oc2cc(N)ccc2C1c1cc(Br)cs1 (stereo unspecified) | 15.8
C[C@@H](CSc1ccccc1)CN1CC[C@H](NC(=O)OCc2ccccc2)CCC1=O | -7.5
CC(C)(C)C(=O)Oc1cccc(Nc2ncnc3ccccc23)c1 | 3.0
CC(=O)Nc1ccc(S(=O)(=O)N(C)CC(=O)N/N=C/c2ccc(C(=O)O)cc2)cc1 | 2.7
CCC(=O)Nc1ccc(NC(=O)c2cccc3c(Br)cccc23)cc1 | 17.4
Cc1cccc(CCN2CCN=C2Nc2ccccc2)c1 | -6.3
O=c1ccc(-c2ccccc2)nn1Cc1ccc(Cl)cc1 | -22.2

Bioassay records: PubChem BioAssay, The Scripps Research Institute Molecular Screening Center
